Screening data: PubChem, several laboratories
XIAP displacement – XIAP antagonists, biochemical, IAP family, fluorescence polarization (AID 1018) | displacement, % at 20 µM; hits with a dose series show IC50 in µM | hit rate 0.007% among 200,000 | XIAP BIR domain, fluorescence polarization peptide displacement; higher % means a stronger effect | E3 ubiquitin-protein ligase XIAP (Homo sapiens); in the data active means displacement above about 50%; further: a part of the inactive calls stands beside numbers as strong as those of hits
Lipid droplet – inhibitors of hepatocyte lipid droplet formation, primary screen, imaging, high-throughput imaging, BODIPY stain. AID 1656, 2009. inhibition, % at 6.5 µM. AML12 mouse hepatocytes, oleate lipid droplets. hit rate 0.4% among 240,000;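 active means lipid droplet intensity inhibited by at least 50%, with more than 500 cells counted; inconclusive means wells with under 300 cells, treated as cytotoxic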
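Test system: AML12 hepatocytes (mouse); reagent: oleate loading, 100 µM; dosing: one dose, 6.5 µM compound; incubation: overnight exposure; signal: fluorescence imaging, 20x objective, two fields per well; read-out basis: % inhibition of corrected integrated BODIPY droplet signal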
Myeloid diff MLP – induction of myeloid progenitor differentiation, primary screen, cell-based, flow cytometry, MLPCN library. calls only at 10 µM. hit rate 1% among 360,000. AID 624256, 2012. ER-HoxA9 myeloid progenitors, lysozyme-GFP differentiation;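 active means normalized GFP-positive differentiation at or above the plate's own cutoff, the solvent-only control mean plus 3 SD; inconclusive means no clear call, values can overlap the other calls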;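 further: cells exposed to compound for four days before flow analysis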
NS5 inhibitors – Dengue-2 NS5 methyltransferase inhibitors, primary screen, biochemical, confirmation dose response (AID 588689); inhibition, % at 25 µM; hits with a dose series show IC50 in µM; hit rate 0.3% among 340,000; Dengue-2 NS5 methyltransferase capping enzyme assay, biochemical; higher % means a stronger effect; Genome polyprotein (Dengue virus type 2 (strain 16681-PDK53)); in the data active means a potency from the dose series; inconclusive means inhibition above about 29% without an active follow-up result
HEK293 NOD2/NF-kB – NOD2 signaling inhibitors, cell-based, luminescence, uHTS, HEK293 (AID 1566); HEK293 NOD2/NF-kB luciferase reporter, luminescence; higher % means a stronger effect; inhibition, % at 4 µM; hits with a dose series show EC50 in µM; hit rate 0.63% among 290,000; further: many of its hits are not listed in these tables
Siah-1 displacement – Siah-1 peptide-binding antagonists, primary screen, biochemical, fluorescence polarization, rhodamine-plectin, uHTS (AID 1817); Siah-1 / rhodamine-plectin peptide fluorescence polarization; higher % means a stronger effect; displacement, % at 20 µM, or IC50 in µM where a hit was titrated; hit rate 0.02% among 290,000;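 active means displacement of at least 50% at 20 µM, with a fluorescence ratio check between 0.3 and a set limit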;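 further: plate controls were Siah plus tracer with DMSO for no effect and tracer alone without Siah for full effect; strong numbers were not always called active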
HIV fusion peptide – inhibitors of HIV fusion peptide binding, primary screen, biochemical, uHTS, fluorescence dequenching (AID 1986); cell-free peptide binding, fluorescence dequenching, 30 min; higher % means a stronger effect; inhibition, % at 20 µM; hits with a dose series show IC50 in µM; hit rate 0.3% among 290,000; in the data active means inhibition mostly above about 52%, no sharp cut-off; inactive means mostly below about 76%; further: some results filed as inactive read as strong as hits
LYP phosphatase – inhibitors of LYP phosphatase, biochemical, fluorescence intensity, uHTS (AID 1779) | recombinant LYP phosphatase, fluorescence intensity; higher % means a stronger effect | inhibition, % at 11.5 µM, or IC50 in µM where a hit was titrated | hit rate 0.054% among 290,000;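 further: plate controls were vehicle with enzyme for no effect and no enzyme for full effect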
AID2073 – inhibitors of Mint1-CaV2.2 protein interaction, biochemical, HTRF (AID 2073); Voltage-dependent N-type calcium channel subunit alpha-1B (Homo sapiens); HTRF protein-protein interaction, Mint1-CaV2.2; higher % means a stronger effect; inhibition, % at 20 µM; hits with a dose series show IC50 in µM; hit rate 0.19% among 290,000; in the data active means inhibition mostly above about 51%, no sharp cut-off; inconclusive means no clear call, values can overlap the other calls; inactive means mostly below about 53%; further: some results filed as inactive read as strong as hits
Lipid droplet cells 6.5 µM – second read-out of Lipid droplet, no call of its own (marks repeat the call); cell count; measured here: cell count, cytotoxicity flag;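 cells counted across two imaged fields per well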
NS5 inhibitors pilot replicate – recorded beside NS5 inhibitors, whose call it bears; inhibition, %; measured here: pilot screen replicate inhibition
Myeloid diff MLP GFP+ MAC1+ % – also measured in Myeloid diff MLP; calls as there; GFP+ MAC1+ double positive, %; measured here: differentiation confirmed by MAC1 staining
* = called active by the depositor; i = inactive; ? = inconclusive; . = not tested or not shown. Unless noted, no stated cut-off is given here; in the data, active means inhibition above about 50%; inactive means the rest. These rows are one share of the data; count on the stated rates, not on these rows.

SMILES	XIAP displacement	Lipid droplet	Lipid droplet cells 6.5 µM	Myeloid diff MLP	Myeloid diff MLP GFP+ MAC1+ %	NS5 inhibitors	HEK293 NOD2/NF-kB	Siah-1 displacement	HIV fusion peptide	LYP phosphatase	AID2073	others
COc1ccccc1C(c1nnnn1Cc1ccccc1)N1CCC(C(N)=O)CC1 (configuration not stated)	-9.3%	-6	737	i	1.0	2%	10%	4%	0.6%	-8%	-1%
O=C(N(Cc1ccccc1)c1ccccn1)C12CC3CC(CC(C3)C1)C2	-8.7%	5	779	i	0.8	0%	4%	0%	2.0%	1%	3%
COc1cc(Cl)cc(C2NC(=S)NC(c3ccccc3)=C2C(C)=O)c1OCC(=O)O (configuration not stated)	-3.9%	-4	693	i	0.2	2%	10%	0%	8.8%	-1%	-7%
CCn1c(C(=O)N2CCCC(C(=O)NCCCc3ccccc3)C2)cc2sccc21 (configuration not stated)	-5.1%	-7	760	i	8.0	-7%	17%	0%	1.0%	-6%	2%
C=CCNC(=O)/C(=C\c1ccc([N+](=O)[O-])cc1)NC(C)=O	-4.1%	.	.	i	1.2	.	4%	-1%	-0.4%	-6%	1%
CCOC(=O)c1c(C)n(C)c2ccc(OC)c(NC(=O)CN3CCCCC3)c12	-3.3%	.	.	i	0.5	-1%	-16%	6%	-1.5%	-1%	3%
Cc1cccc(NC(=O)CSc2nnc(-c3ccco3)o2)c1C	-1.9%	.	.	i	0.6	3%	0%	3%	2.3%	0%	13%
C=C1CCN([C@H](C(=O)NCc2ccccc2)C(C)C)S(=O)(=O)c2ccccc21	.	-21	649	i	4.2	-2%	5%	-1%	-1.1%	-4%	5%
CCCCC(CC)CNC(=O)CC1Nc2c3ccccc3nc(=S)n2C1=O (configuration not stated)	-6.4%	-3	721	i	0.1	-6%	8%	2%	-2.1%	5%	5%
C=CCn1c(C2CCCCC2)n[nH]c1=S	-5.1%	11	695	i	1.0	4%	15%	-1%	-1.0%	-7%	-10%
CC(CNC(=O)CCc1nnc(CCC2CCCCC2)o1)c1ccccc1 (configuration not stated)	-3.1%	-5	696	i	0.3	-8%	-15%	3%	1.0%	1%	-4%
O=C(C1CCC(C(=O)N2CCCCC2)CC1)N1CCCCC1 (configuration not stated)	-1.6%	1	738	i	0.1	.	-9%	5%	0.7%	-2%	2%
COc1cccc(C(=O)N(Cc2nc(-c3ccc(C)cc3)no2)C(C)C)c1	-12%	-10	636	i	1.0	4%	0%	-1%	-3.3%	-1%	-6%
COc1ccc(/C=C2\CCC/C(=C\C=N\N(C)C)C2=O)cc1	-1.7%	0	716	i	1.1	-5%	-26%	0%	4.6%	6%	6%
COC(=O)COc1cccc(NC(=O)c2cccs2)c1	8.7%	-5	730	i	0.5	-3%	-1%	2%	1.3%	-4%	32%
CCOC(=O)CCc1c(C)c2ccc(OCC(=O)N3CCOCC3)c(C)c2oc1=O	.	-2	793	?	.	2%	-2%	4%	-0.2%	-9%	14%
O=C(Nc1cc([N+](=O)[O-])ccc1F)c1cccs1	-5.6%	2	660	i	0.4	-1%	-1%	3%	-0.9%	-4%	0%
COc1ccc(CCNC(=O)[C@H](CC(C)C)NC(=O)N2CCn3c2nc2ccccc23)cc1OC	.	-46	773	?	.	0%	-11%	-8%	-1.7%	-6%	3%
Oc1ccc(/C=N/Nc2ccc(Cl)nn2)c(O)c1O	.	4	919	i	0.5	16µM*	-14%	5%	14%	-4%	14%
COc1cccc(NC(=O)N2CCCC2C(=O)NCc2ccc(Cl)cc2)c1 (configuration not stated)	.	-1	838	i	3.2	2%	-4%	7%	1.3%	-7%	7%
C=CCOc1ccccc1C(=O)/C=C1/C(=O)Nc2ccccc21	.	9	688	?	.	-29%	2%	5%	-0.8%	-4%	17%
COc1ccc(N2C(=O)C3CCCN3C2c2cccc(F)c2)cc1Cl (configuration not stated)	-21%	.	.	i	0.6	-6%	-3%	6%	-0.3%	1%	-1%
O=S(=O)(Nc1nc2ccccc2nc1NCC1CCCO1)c1ccccc1 (configuration not stated)	.	-9	639	i	0.7	3%	4%	-1%	1.5%	-8%	24%
C/C(=N\NC(=O)C1CC1)c1ccc(NC(=O)c2ccc(Br)o2)cc1	-14%	1	651	.	.	.	-2%	10%	0.7%	-5%	-8%
N/C(=N\OC(=O)c1cccs1)C1(c2ccc(Cl)cc2Cl)CC1	.	1	790	i	1.2	-5%	10%	-2%	0.2%	-11%	3%

Grouped by structure, those above containing a halogen (seven)
SMILES	XIAP displacement	Lipid droplet	Lipid droplet cells 6.5 µM	Myeloid diff MLP	Myeloid diff MLP GFP+ MAC1+ %	NS5 inhibitors	HEK293 NOD2/NF-kB	Siah-1 displacement	HIV fusion peptide	LYP phosphatase	AID2073	others
COc1cc(Cl)cc(C2NC(=S)NC(c3ccccc3)=C2C(C)=O)c1OCC(=O)O (configuration not stated)	-3.9%	-4	693	i	0.2	2%	10%	0%	8.8%	-1%	-7%
O=C(Nc1cc([N+](=O)[O-])ccc1F)c1cccs1	-5.6%	2	660	i	0.4	-1%	-1%	3%	-0.9%	-4%	0%
Oc1ccc(/C=N/Nc2ccc(Cl)nn2)c(O)c1O	.	4	919	i	0.5	16µM*	-14%	5%	14%	-4%	14%
COc1cccc(NC(=O)N2CCCC2C(=O)NCc2ccc(Cl)cc2)c1 (configuration not stated)	.	-1	838	i	3.2	2%	-4%	7%	1.3%	-7%	7%
COc1ccc(N2C(=O)C3CCCN3C2c2cccc(F)c2)cc1Cl (configuration not stated)	-21%	.	.	i	0.6	-6%	-3%	6%	-0.3%	1%	-1%
C/C(=N\NC(=O)C1CC1)c1ccc(NC(=O)c2ccc(Br)o2)cc1	-14%	1	651	.	.	.	-2%	10%	0.7%	-5%	-8%
N/C(=N\OC(=O)c1cccs1)C1(c2ccc(Cl)cc2Cl)CC1	.	1	790	i	1.2	-5%	10%	-2%	0.2%	-11%	3%

(further entries)
SMILES	XIAP displacement	Lipid droplet	Lipid droplet cells 6.5 µM	Myeloid diff MLP	Myeloid diff MLP GFP+ MAC1+ %	NS5 inhibitors	HEK293 NOD2/NF-kB	Siah-1 displacement	HIV fusion peptide	LYP phosphatase	AID2073	others
Cc1ccc(C(=O)N/C(=C\c2ccc(-c3ccccc3[N+](=O)[O-])o2)C(=O)NCCN(C)C)cc1	.	4	842	i	0.4	-23%	50%*	-2%	9.6%	-13%	-25%
Nc1nnc(CSCc2ccccc2)s1	-4.2%	.	.	i	1.3	-2%	-3%	1%	5.1%	-7%	6%
O=C(NCCN1CCOCC1)c1cc(-c2ccco2)on1	-3.7%	-4	714	i	5.7	-4%	-6%	1%	2.1%	-2%	3%
CC1CCN(c2nc3ccc(C(=O)O)cc3s2)CC1	-1.3%	.	.	i	1.3	-3%	-5%	1%	1.4%	1%	13%
COc1ccc(NC(=O)C(C/C=C(/C)Cl)C(C)=O)cc1 (configuration not stated)	3.1%	-4	699	i	2.0	-11%	5%	6%	-0.4%	-6%	-5%
Cc1cccc(OCCn2nnc3ccccc32)c1C	.	0	836	i	1.2	-14%	-24%	-7%	-0.2%	-7%	-3%
Cc1ccc(NC(=O)C2CCCO2)cc1[N+](=O)[O-] (configuration not stated)	-2.9%	17	630	i	0.3	0%	6%	-2%	0.7%	-6%	0%
Nc1nc(-c2ccc(Cl)cc2)c(S(=O)(=O)c2ccccc2)s1	-1.1%	4	709	i	0.0	-4%	-8%	-4%	-0.2%	-4%	0%
O=S(=O)(c1ccc(S(=O)(=O)N2CCCN(Cc3ccccc3)C2)cc1)N1CCCCCC1	-5.4%	.	.	i	3.4	-8%	-8%	-3%	-1.0%	-3%	0%
O=C(Cn1cnc2ccccc21)c1ccc(Br)cc1	-2.5%	0	707	i	0.7	-1%	5%	-6%	-0.1%	-5%	-10%
Cc1ccc(Cn2nnc3c(=O)[nH]c(C4CCN(S(=O)(=O)Cc5ccccc5)CC4)nc32)cc1	.	-38	678	i	1.0	-12%	-2%	-4%	0.5%	-4%	9%
CCN1CCN(c2cc(C)c3cc(NC(=S)N4CCC5(CC4)OCCO5)ccc3n2)CC1	-3.2%	5	624	i	0.6	4%	16%	-1%	0.3%	-3%	-14%
C[C@@H](NC(=O)[C@@H]1Cc2ccccc2CN1)C(=O)NCc1ccco1	.	-6	700	i	2.7	-8%	8%	-2%	-1.2%	-5%	-2%
Cc1cc(Oc2ccc(=O)n(C)n2)nc(=S)[nH]1	-4.2%	29	739	.	.	.	10%	3%	-0.8%	-3%	-12%
Brc1cccc(OCCN2CCOCC2)c1	.	1	753	i	0.3	1%	2%	9%	2.5%	-7%	3%
O=S1(=O)CCN=C2SC3=C(CCCC3)N21	-1.7%	.	.	i	2.9	1%	1%	-2%	-0.8%	-2%	46%
O=S(=O)(Nc1cccc(Br)c1)c1cccc2nsnc12	.	-2	867	i	0.5	0%	0%	6%	0.4%	-7%	12%	NS5 inhibitors pilot replicate=-1.8
CCOc1ccc(N(CC(=O)Nc2ccc3c(c2)OCCO3)S(=O)(=O)c2c(C)noc2C)cc1	-2.0%	.	.	i	1.9	1%	0%	0%	0.2%	-3%	-9%
C(=C\c1ccccn1)/c1ccccn1	.	2	686	i	3.2	3%	12%	-6%	0.2%	0%	4%
COc1cc(NC(=O)CCCNC(=O)c2ccc(Cl)cc2)cc(OC)c1OC	.	18	674	i	0.5	-7%	0%	2%	-3.6%	-12%	13%

An excerpt from above in order of length of the SMILES, lowest first.
SMILES	XIAP displacement	Lipid droplet	Lipid droplet cells 6.5 µM	Myeloid diff MLP	Myeloid diff MLP GFP+ MAC1+ %	NS5 inhibitors	HEK293 NOD2/NF-kB	Siah-1 displacement	HIV fusion peptide	LYP phosphatase	AID2073	others
O=S1(=O)CCN=C2SC3=C(CCCC3)N21	-1.7%	.	.	i	2.9	1%	1%	-2%	-0.8%	-2%	46%
CC1CCN(c2nc3ccc(C(=O)O)cc3s2)CC1	-1.3%	.	.	i	1.3	-3%	-5%	1%	1.4%	1%	13%
Cc1ccc(NC(=O)C2CCCO2)cc1[N+](=O)[O-] (configuration not stated)	-2.9%	17	630	i	0.3	0%	6%	-2%	0.7%	-6%	0%
